# PvdQ acylase: P. aeruginosa PvdQ acylase inhibition; purified PvdQ acylase, fluorescence plate reader; AID 488965; hit rate 0.063% among 340,000; inhibition, % at 10 µM; in the data active = inhibition above about 30%, passing the limit was not always enough; inconclusive = no clear call, values can overlap the other calls;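 note: 0% = vehicle neutral wells and 100% = reference inhibitor wells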
# CAL PDZ FP-1: inhibitors of human CAL PDZ peptide binding. AID 602252. inhibition, % at 24.9 µM. purified CAL PDZ, TMR-peptide fluorescence polarization, 1 h. hit rate 0.92% among 300,000. Q9HD26;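 active = mean inhibition of at least 30% with at least half of replicates also reaching 30%; inconclusive = no clear call, values can overlap the other calls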;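 note: 0% = DMSO neutral control and 100% = excess unlabeled competitor peptide PRC23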
# MITF TRPM1 HTS: MITF TRPM1 promoter activation in melanoma cells | SK-MEL-5 TRPM1-promoter luciferase, 24 h; % of positive control, neutral wells = 0 | activation, % at 12.5 µM | hit rate 0.75% among 300,000;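 active = mean activation of at least 80% with every replicate also reaching 80%; inconclusive = mean reaches 80% but some replicate falls short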;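 note: 0% = neutral control wells and 100% = parthenolide positive control wells; values of inactives mirror those of a sister screen read the other way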
# NSD2 HMT inh: inhibitors of human histone methyltransferase NSD2; inhibition, % at 12.5 µM; AID 743445; O96028; hit rate 0.54% among 310,000; NSD2 peptide methylation, AlphaScreen, 120 min; in the data active = inhibition above about 50%
# CAL PDZ FP-2: blocks peptide binding to human CAL PDZ domain | hit rate 0.02% among 330,000 | purified CAL PDZ, TMR-peptide fluorescence polarization, 1 h | inhibition, % at 20 µM | AID 504414;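 active = highest replicate inhibition of at least 40%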;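 note: plate controls were DMSO neutral control wells for no effect and unlabeled competitor peptide control wells for full effect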
#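 Assay system – tagged CAL PDZ protein CerCALP, purified · Timing – 1 h at RT · Compound – single point, 20 µM · Measured by – fluorescence polarization from S- and P-plane intensities, G-factor corrected · Evaluation – inhibition from polarization loss · Probe or stimulus – TMR reporter peptide T*-PRC34 · Buffer or medium – pH 7.4 phosphate-saline buffer, reducing agent, detergent, IgG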
# SR-BI DiI inh: inhibitors of mouse SR-BI mediated HDL lipid uptake; AID 488896; hit rate 0.96% among 320,000; inhibition, % at 12.5 µM; ldlA[mSR-BI] CHO cells, DiI-HDL uptake fluorescence, 3 h;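 active = mean replicate inhibition of at least 70% and a set share of replicates each scoring 70 or more; inconclusive = meets just one of the two criteria; inactive = fails both criteria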;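 note: 0% = median of neutral control wells and 100% = median of positive control wells; values of inactives mirror those of a sister screen read the other way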
# Target sequence (Q61009 whole entry, looked up): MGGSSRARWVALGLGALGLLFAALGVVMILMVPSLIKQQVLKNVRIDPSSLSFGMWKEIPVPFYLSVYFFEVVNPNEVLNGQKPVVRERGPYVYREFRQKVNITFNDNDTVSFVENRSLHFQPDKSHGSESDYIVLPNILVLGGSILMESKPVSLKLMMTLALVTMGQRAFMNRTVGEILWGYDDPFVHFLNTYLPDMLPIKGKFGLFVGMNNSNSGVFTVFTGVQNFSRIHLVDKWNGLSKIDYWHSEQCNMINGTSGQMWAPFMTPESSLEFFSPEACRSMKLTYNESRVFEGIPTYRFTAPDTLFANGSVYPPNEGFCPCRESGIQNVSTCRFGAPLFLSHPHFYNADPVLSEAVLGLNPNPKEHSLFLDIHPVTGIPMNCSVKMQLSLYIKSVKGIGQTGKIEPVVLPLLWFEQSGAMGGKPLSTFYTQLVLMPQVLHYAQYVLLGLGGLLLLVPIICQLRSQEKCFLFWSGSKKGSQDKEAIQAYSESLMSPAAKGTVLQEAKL
# PfHsp90 set2: reduces growth (ATP signal) of yeast expressing P. falciparum Hsp90. hit rate 0.32% among 310,000. S. cerevisiae expressing PfHsp90, BacTiter-Glo ATP, 48 h; yeast lacking PDR1 and PDR3 efflux regulators. inhibition, % at 9.4 µM;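 active = every replicate shows inhibition above about 80%, whatever the replicate mean, limit read from the data; inconclusive = mean inhibition reaches the set limit but some replicate falls short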;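 note: 0% = DMSO neutral controls and 100% = 20 µM radicicol positive controls; yeast relying on Plasmodium falciparum Hsp90 in place of its own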
# SR-BI uptake up: activators of SR-BI mediated HDL lipid uptake | CHO ldlA[mSR-BI] cells, DiI-HDL uptake fluorescence, 3 h; 100 = double the neutral-control signal | activation, % at 12.5 µM | hit rate 0.096% among 320,000;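 active = mean replicate activation of at least 60% and every replicate at or above 60%; inconclusive = mean or all-replicate condition met, but not both; inactive = mean below 60% and not all replicates reaching 60%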;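 note: 0% = median plate neutral-control signal and 100% = twice that signal; values of inactives mirror those of a sister screen read the other way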
#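 system = CHO ldlA[mSR-BI] cells, LDL receptor-null, SR-BI overexpressing | medium = Ham's F12 with 0.5% BSA, HEPES 25 mM, pH 7.4 | probe or stimulus = DiI-HDL 10 µg/mL | compound dosing = single-point compound dose | incubation = compound exposure 3 h, 37 °C | technique = DiI fluorescence, bottom read | read-out = cell-associated DiI fluorescence as measure of HDL uptake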
# Rtt109 Vps75: blocks Candida albicans Rtt109/Vps75 acetyltransferase activity | inhibition, % at 34.9 µM | AID 540336 | purified Rtt109/Vps75, ThioGlo CoA-SH fluorescence, 4 h | hit rate 0.16% among 330,000;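 active = inhibition of at least 50% in every replicate; inconclusive = best replicate reaches 50% inhibition but some replicates fall short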
# dFosB activator: enhances mouse delta FosB homodimer DNA binding. P13346. purified delta FosB, TAMRA-CDK5 oligo fluorescence polarization; percent of positive-control signal above neutral wells. activation, % at 25 µM. hit rate 0.99% among 340,000. AID 493131;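 active = mean activation above about 17%, with every replicate also reaching it, limit read from the data, passing the limit was not always enough; inconclusive = only one of the two conditions met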;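 note: fluorescence polarization rise as delta FosB binds a TAMRA Cdk5 AP-1 oligo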
# Target sequence (P13346 whole entry, looked up): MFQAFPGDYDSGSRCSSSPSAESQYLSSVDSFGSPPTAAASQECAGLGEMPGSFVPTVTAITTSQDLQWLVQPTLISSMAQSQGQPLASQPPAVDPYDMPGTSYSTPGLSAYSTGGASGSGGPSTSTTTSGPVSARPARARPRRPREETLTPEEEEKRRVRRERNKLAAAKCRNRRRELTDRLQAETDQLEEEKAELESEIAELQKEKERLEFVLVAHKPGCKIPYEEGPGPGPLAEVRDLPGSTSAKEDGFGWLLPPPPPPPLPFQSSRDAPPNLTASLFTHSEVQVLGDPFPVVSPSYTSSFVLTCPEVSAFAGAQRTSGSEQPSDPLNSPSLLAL
# * hit, by the source's call; u = inconclusive; x = not tested or not shown.
SMILES,PvdQ acylase,CAL PDZ FP-1,MITF TRPM1 HTS,NSD2 HMT inh,CAL PDZ FP-2,SR-BI DiI inh,PfHsp90 set2,SR-BI uptake up,Rtt109 Vps75,dFosB activator
CCOc1ccc(NS(=O)(=O)c2ccc(C)c(C(=O)NCCCn3ccnc3)c2)cc1,20,-2,-2,0,-0.4,-15,-5,15,-9,-9
CCOC(=O)c1sc(NC(=O)CSc2ncccn2)c(C#N)c1C,10,-2,4,x,-0.3,17,x,-17,6,1
O=S(=O)(Nc1cc(S(=O)(=O)N2CCCC2)ccc1O)c1ccc(Cl)s1,0,-1,-14,3,-1.5,15,x,-15,-1,-4
Cc1cc(C(=O)N2CCCC2)n[nH]1,-13,-3,-2,3,-1.2,-1,-27,1,-6,-2
COc1ccc(C(=O)c2sc(Nc3ccccc3F)nc2N)cc1,-4,5,x,1,1.1,x,-24,x,5,-1
CN1CCC(N(C)C(=S)NC(=O)C23CC4CC(CC(C4)C2)C3)CC1,5,-4,1,1,-1.3,-6,-14,6,10,-7
C/C(=N\NC(=O)c1nnn(-c2nonc2N)c1-c1cccs1)c1cccc(O)c1,11,-4,-5,-2,-3.2,12,7,-12,26,-5
COc1ccc(C2=Nc3ccc(Br)cc3C(c3ccccc3)N2CC(=O)NN)cc1 (stereo unspecified),-7,0,-3,5,-0.7,-31,x,31,2,u
CCOC(=O)c1c(-c2ccccc2)oc2cc(Br)c(O)c(C=O)c12,-10,-7,-11,1,x,-28,-9,28,-3,-10
COc1ccc(NC(=O)Nc2ccc3c(c2)C(=O)N([C@@H](C)CO)C[C@@H](C)[C@@H](CN(C)S(=O)(=O)c2cn(C)cn2)O3)cc1,2,-2,7,x,-0.2,-4,-9,4,0,-4
NS(=O)(=O)c1ccc(NC(=O)CSc2nc3c(cnn3-c3ccccn3)c(=O)[nH]2)cc1,-14,-7,7,4,-2.2,-30,-33,30,1,10
C/C(CC(=O)NCCCN1CCOCC1)=N\NC(=O)COc1ccc(C)cc1,-7,-2,-6,-1,-2.3,9,10,-9,8,-3
C/C(=N\NC(=O)c1ccc(Cl)cc1)c1cccs1,-1,-2,46,-5,-0.4,2,-19,-2,5,-5
c1coc(CN2CNc3nc4ccccc4n3C2)c1,-2,-2,x,-3,-1.3,-15,-8,15,4,-7
O=C(NCc1ccccc1)C1CCCN(C(=O)NCc2ccccc2)C1 (stereo unspecified),-13,-3,14,0,-0.1,-13,5,13,-2,-4
CCn1c(SC(C)C(=O)Nc2ccc(N3CCOCC3)cc2)nnc1C1CC1 (stereo unspecified),-1,x,-9,x,0.5,-32,-19,32,-1,-6
COc1ccc2c(CC(=O)NCC3CCC(C(=O)O)CC3)cc(=O)oc2c1 (stereo unspecified),-7,-5,-4,-2,0.7,-6,6,40,1,0
Cc1cc(SCC(=O)NCCN2C(=O)CSC2=O)nc2c(C)cccc12,-1,-3,-19,-2,-1.1,23,1,-23,-6,-3
Cn1c(CC(=O)NNC(=O)c2ccc(F)cc2F)nc2ccccc21,-8,u,-4,-3,-2.3,-25,-3,x,1,1
CCOCCn1ccc2c(OCC(=O)NCc3ccccc3)cccc2c1=O,-4,-6,11,-1,-2.8,1,4,-1,x,3
CCS(=O)(=O)N1CCC(c2nc(-c3ccc(C(F)(F)F)cc3)no2)CC1,-4,-2,-5,0,x,-4,x,4,4,-1
O=C(Cc1cccc(Cl)c1)Nc1ccc(Br)cc1,-15,-4,16,-4,-1.0,10,24,-10,x,-2
Cc1cc(C)n(CCNc2nc3nonc3nc2N2CCCCC2)n1,-16,-9,-2,x,3.4,x,-3,x,-9,-7
COc1ccc(OCC(O)CNCCOc2ccccc2OC)c(C(C)(C)C)c1 (stereo unspecified),2,-6,1,18,1.1,22,-11,-22,5,-7
CC(=O)C1CCC2C3CCC4=CC(=O)CC[C@]4(C)[C@@]3(F)C(O)C[C@]12C (stereo partly specified),9,-3,5,-3,-1.1,-20,-5,20,1,3

# A draw from above in order of molar mass, ascending.
SMILES,PvdQ acylase,CAL PDZ FP-1,MITF TRPM1 HTS,NSD2 HMT inh,CAL PDZ FP-2,SR-BI DiI inh,PfHsp90 set2,SR-BI uptake up,Rtt109 Vps75,dFosB activator
Cc1cc(C)n(CCNc2nc3nonc3nc2N2CCCCC2)n1,-16,-9,-2,x,3.4,x,-3,x,-9,-7
COc1ccc(C(=O)c2sc(Nc3ccccc3F)nc2N)cc1,-4,5,x,1,1.1,x,-24,x,5,-1
Cn1c(CC(=O)NNC(=O)c2ccc(F)cc2F)nc2ccccc21,-8,u,-4,-3,-2.3,-25,-3,x,1,1
CC(=O)C1CCC2C3CCC4=CC(=O)CC[C@]4(C)[C@@]3(F)C(O)C[C@]12C (stereo partly specified),9,-3,5,-3,-1.1,-20,-5,20,1,3
CCOC(=O)c1sc(NC(=O)CSc2ncccn2)c(C#N)c1C,10,-2,4,x,-0.3,17,x,-17,6,1
COc1ccc2c(CC(=O)NCC3CCC(C(=O)O)CC3)cc(=O)oc2c1 (stereo unspecified),-7,-5,-4,-2,0.7,-6,6,40,1,0
C/C(=N\NC(=O)c1nnn(-c2nonc2N)c1-c1cccs1)c1cccc(O)c1,11,-4,-5,-2,-3.2,12,7,-12,26,-5
NS(=O)(=O)c1ccc(NC(=O)CSc2nc3c(cnn3-c3ccccn3)c(=O)[nH]2)cc1,-14,-7,7,4,-2.2,-30,-33,30,1,10
COc1ccc(C2=Nc3ccc(Br)cc3C(c3ccccc3)N2CC(=O)NN)cc1 (stereo unspecified),-7,0,-3,5,-0.7,-31,x,31,2,u

# (next part)
SMILES,PvdQ acylase,CAL PDZ FP-1,MITF TRPM1 HTS,NSD2 HMT inh,CAL PDZ FP-2,SR-BI DiI inh,PfHsp90 set2,SR-BI uptake up,Rtt109 Vps75,dFosB activator
CC(=O)Nc1ccc([N+](=O)[O-])c(CS(=O)(=O)c2ccc(C)cc2)c1[N+](=O)[O-],1,-4,-11,-3,-0.3,-16,-36,16,-4,3
O=S(=O)(NCc1csc(-c2cccs2)n1)c1cccc(C(F)(F)F)c1,-5,-3,-3,-1,-1.3,0,-17,0,9,-13
CC(=O)c1cc(NC(=O)c2cccc(C(F)(F)F)c2)c(=O)oc1C,-3,1,-3,-3,-1.1,3,16,-3,5,-7
COc1ccc(C2=NOC(CN3C(=O)c4ccccc4S3(=O)=O)C2)cc1 (stereo unspecified),-10,-3,72,5,-0.3,-24,-6,24,-5,-8
Cc1ccc2oc(C(=O)N3CCC(O)(c4cccc(C(F)(F)F)c4)CC3)c(C)c2c1,-12,x,13,1,-0.6,-3,-6,3,3,-9
COc1ccc(-c2nnc(SCC(=O)c3cccs3)o2)c(OC)c1,8,-1,69,2,-2.4,6,-7,-6,7,-4
CCCCN=CC1=C(O)C(C(=O)OC)C(C)(C)CC1=O (stereo unspecified),6,2,-3,1,-1.1,-5,-32,5,-13,-5
O=C(c1ccco1)N1CCN(Cc2cccc([N+](=O)[O-])c2)CC1,4,x,7,-1,0.1,-21,7,21,10,2
CC1CC(C)CN(C(=O)Nc2ccccc2F)C1 (stereo unspecified),-13,-3,3,0,-1.3,x,2,x,3,-5
O=C(Nc1ccc(O)cc1)c1ccc(NC(=O)c2ccco2)cc1,-2,-4,30,-3,-2.1,37,-25,-37,0,-2
Cc1occc1C(=O)NCc1ccco1,-12,-5,4,11,-2.0,-12,-10,12,2,-2
O=C(Cc1cccs1)Nc1ccc(-c2nnc(-c3ccccc3)o2)cc1,-11,-1,-6,5,-1.8,30,-21,-30,-3,-8
CCC(=O)Nc1nc2ccccc2n1CCN(CC)CC,13,-1,2,-1,x,-24,0,24,5,-2
[O-][n+]1onc2c1CCc1c-2nn(-c2ccccc2Cl)[n+]1[O-],-10,-3,-1,4,-1.9,-15,-9,15,-2,-6
COc1cccc(/C(O)=C/c2nc3ccc(C(=O)NCCc4cccc(C)c4)cc3[nH]c2=O)c1,13,-3,-8,-5,-1.1,45,-4,-45,-3,-4
Cc1cc(O)c(C(C)C)cc1C1(c2cc(C(C)C)c(O)cc2C)OC(=O)c2ccccc21,-11,x,x,2,-0.1,13,4,-13,20,-6
Cc1noc(C)c1COc1ccc(C(=O)N2CCN(S(=O)(=O)c3ccccc3)CC2)cc1,-13,-7,x,3,0.0,-4,8,4,-4,-3
COc1ccc2[nH]c3c(c2c1)CCN1C(=O)C(CC(=O)NCCc2ccccn2)C[C@H](C(=O)N2CCCCC2)[C@@]31C (stereo partly specified),-4,3,1,x,0.1,-9,4,9,7,0
CCc1ccc(O)c(-c2cc(C(=O)Nc3cccnc3)[nH]n2)c1,9,-4,109*,0,-1.3,x,16,x,8,11
COc1ccc(OC)c(NC(=O)CSc2nnc(C3CCCCC3)o2)c1,4,5,-10,-4,-1.3,-9,-18,9,3,-4
CC1(c2ccccc2Cl)NC(=O)N(CC(=O)Nc2ccccc2OC(F)F)C1=O (stereo unspecified),-13,-5,-2,-3,-1.7,5,31,-5,9,-14
Cc1nnc(NC(=O)c2ccc3ccccc3c2)s1,2,-6,92*,-6,-2.7,3,-2,-3,6,-10
CSc1cccc(NC(=O)CCS(=O)(=O)c2cccc3nonc23)c1,-17,-5,1,3,0.0,4,-7,-4,-4,-8
COc1ccc2[nH]c3c(c2c1)CCn1c-3nc2ccccc2c1=O,-14,-5,28,x,-4.2,37,17,-3,-1,-5
COC(=O)c1cc(NC(=O)c2ccc(-c3ccccc3)cc2)ccc1Cl,-7,0,4,27,-0.6,30,0,-30,-3,4
COCCNc1nc2nonc2nc1NC(C)c1ccccc1Cl (stereo unspecified),-4,-3,-9,-3,-2.6,-13,-21,13,0,-7
CN(C(=O)C1CCCO1)c1nnc(-c2ccncc2)s1 (stereo unspecified),-18,2,-5,7,0.2,0,0,0,-5,-3
CN(C)S(=O)(=O)c1cc(C(=O)Nc2ccn(C)n2)c(Cl)cc1Cl,1,-6,9,8,-0.2,-11,-29,11,-4,-3

# Screening results (PubChem)
